High-throughput results (PubChem BioAssay)
AGP1-GFP MLPCN – alters AGP1-GFP fluorescence in TOR pathway yeast screen. S. cerevisiae AGP1-GFP multiplex flow cytometry, 3 h; GFP as percent of DMSO wells. GFP response vs DMSO, % at 10 µM. actives 0.02% (n = 320,000). AID 2066;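 active means GFP response relative to DMSO above a set limit, near screen average plus 3 SD, cut at about 150% in these data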;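 further: median GFP channel fluorescence of the gated AGP1 strain per well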
VLA-4 inh – inhibition in a human VLA-4 binding assay | P13612 | VLA-4 expressing cells, ligand binding flow cytometry | inhibition, % (about 7 µM as worked out from the volumes in the protocol) | actives 0.2% (n = 330,000) | AID 2557; in the data active means inhibition above about 50%
MEX-5 binding – C. elegans MEX-5 TCR-2 RNA binding activity. actives 0.38% (n = 300,000). activity score (negative = inhibition of binding), % at 10 µM. Q9XUB2. MEX-5/FITC-TCR2 RNA binding, fluorescence polarization; active compounds read low;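 active means inhibition past about -25% in most replicates, and total fluorescence under double the plate's negative control median, limit read from the data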;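 further: 0% = DMSO and -100% = 5 µM competing unlabeled TCR2 RNA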
GRK2 aptamer HTS – blocks RNA aptamer binding to human GRK2. P25098. actives 0.59% (n = 330,000). inhibition of aptamer binding, % at 10 µM. bead flow cytometry, FAM-aptamer displacement from GRK2;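 active means inhibition of aptamer binding above 40%, roughly 3 SD of noise, on plates passing a quality check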;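 further: median bead fluorescence of bound FAM aptamer so fluorescent compounds give negative values; no value below 0 was filed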
MCL1 BIM primary – MCL1-BIM-BH3 interaction inhibition (human); Q07820; GST-MCL1 / FITC-Bim-BH3 fluorescence polarization; inhibition, % at 10.9 µM; actives 0.68% (n = 320,000);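 active means inhibition above the mean inhibition of all tested compounds plus 3 SD, set per campaign, cut at about 40% in these data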;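 further: 0% = DMSO wells and 100% = unlabeled Bim-BH3 peptide control; higher means more loss of mP so more displacement of Bim peptide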
Fam108B inh – blocks mouse Fam108B hydrolase in RBBP9 counter-screen | actives 0.33% (n = 300,000) | inhibition, % at 9.51 µM | AID 1947 | recombinant Fam108B, FP-Rh probe fluorescence polarization;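 active means inhibition above the screen mean inhibition plus 3 SD, computed separately per campaign, cut at about 18% in these data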;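 further: inhibitors lower polarization as less probe binds the enzyme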
CIT2-GFP yeast – alters CIT2-GFP fluorescence in TOR pathway yeast screen; GFP response vs DMSO, % at 10 µM; AID 2029; S. cerevisiae CIT2-GFP strain, flow cytometry, 3 h; 100 means same as DMSO wells; actives 0.065% (n = 320,000);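 active means GFP response relative to DMSO above a set limit, near the screen mean plus 3 SD, cut at about 150% in these data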;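 further: ratio of well median GFP fluorescence to mean of DMSO wells on the plate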
GLD-1 TGE inh – GLD-1-TGE RNA interaction inhibition (C. elegans); purified GLD-1 + fluorescein TGE RNA, fluorescence polarization; Q17339; actives 0.44% (n = 320,000); inhibition, % at 5.96 µM;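 active means percent inhibition above a per-plate cutoff, the plate mean of test compounds plus 3 SD, cut at about 30% in these data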;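 further: 0% = DMSO wells with GLD-1 and probe and 100% = wells lacking GLD-1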
Bcl-xL primary – inhibitors of human Bcl-xL | Q07817 | inhibition, % at 10.9 µM | actives 0.7% (n = 320,000) | GST-Bcl-xL / FITC-Bim BH3 peptide fluorescence polarization;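 active means inhibition above the mean of all tested compounds plus 3 SD, cutoff set per campaign, cut at about 30% in these data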;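 further: 0% = DMSO wells and 100% = unlabeled Bim-BH3 peptide competitor; inhibitors lower millipolarization by displacing the labeled peptide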
The depositor's hits bear a star; . = not tested or not shown.

Values in the order – AGP1-GFP MLPCN | VLA-4 inh | MEX-5 binding | GRK2 aptamer HTS | MCL1 BIM primary | Fam108B inh | CIT2-GFP yeast | GLD-1 TGE inh | Bcl-xL primary
> O=C(COC(=O)CNC(=O)c1ccccc1)Nc1ccc(S(=O)(=O)N2CCOCC2)cc1
→ 94.6 | -5.7 | -1.3 | 0.0 | -4.3 | 6.4 | 100.2 | 5.8 | -5.5
> CSCC[C@H](NC(=O)OC(C)(C)C)c1nnc(SCc2ccc(F)cc2)o1
→ 104.9 | 2.5 | 0.4 | 0.0 | -0.9 | -2.8 | 104.9 | 2.3 | 8.2
> COC(=O)c1cc(C(=O)N2CCN(c3ncccn3)CC2)cc([N+](=O)[O-])c1
→ 103.7 | 0.6 | 1.3 | 3.0 | -13.1 | -1.8 | 102.2 | 8.2 | -5.8
> CN(C)c1ccnc(C(=O)O)c1
→ 106.7 | 2.2 | -1.4 | 3.0 | 14.9 | 6.7 | 103.2 | -12.1 | 5.6
> O=C(NC(=S)Nc1ccc(N2CCOCC2)cc1)c1cncc(Br)c1
→ 87.2 | 13.7 | 0.1 | 3.0 | 11.1 | -5.6 | 84.1 | 5.7 | 7.5
> Cc1cc(C)c(S(=O)(=O)Nc2ncn[nH]2)c(C)c1
→ 88.3 | 19.2 | 0.2 | 1.0 | . | . | 96.7 | . | .
> COc1cccc(CNn2c(-c3cccc(C)c3)nc3ccccc3c2=O)c1O
→ 96.0 | 6.3 | 2.3 | 0.0 | 3.7 | 4.5 | 97.8 | 1.4 | 7.6
> Cc1cc(C)c2oc(-c3ccc(Cl)c(NC(=O)c4ccc(C#N)cc4F)c3)nc2c1
→ 95.2 | 14.8 | 2.9 | 1.0 | -1.1 | -7.8 | 97.5 | 5.7 | 6.7
> COC(=O)[C@H](Cc1c[nH]c2ccccc12)NC(=O)NCc1ccc(OC)cc1
→ 103.8 | 22.1 | 0.3 | 3.0 | 0.1 | -2.1 | 102.2 | 2.7 | 2.3
> O=C(NNc1c2ccccc2nc2ccccc12)c1ccc(O)cc1O
→ 84.1 | 9.2 | -0.8 | 0.0 | 18.2 | 25.1* | 79.0 | 1.0 | 20.1
> NC1=C(Br)C(=O)c2ccccc2C1=O
→ 116.9 | 5.3 | 0.5 | 3.0 | 1.9 | 5.3 | 116.1 | -1.5 | 4.8
> CCOC(=O)C1(Cc2cccc(OC)c2)CCCN(C(=O)CCSC)C1 (centres undefined)
→ 97.8 | -7.1 | 1.1 | 9.0 | 2.8 | -6.4 | 99.8 | 7.4 | -2.2
> O=C(CSc1nc(-c2ccco2)cc(C(F)(F)F)n1)NCCc1ccccc1
→ 100.3 | -1.3 | 0.1 | 4.0 | 3.7 | -2.0 | 110.4 | 5.6 | 0.6
> COc1ccc(OCC(O)CN(C2CCCCC2)C2CCCCC2)cc1 (centres undefined)
→ 98.6 | 11.7 | 0.6 | 0.0 | -0.6 | -1.5 | 96.6 | 8.5 | 3.8
> COc1ccc(/C=C2\SC(=S)N(CCC(=O)N(CCO)Cc3ccccc3)C2=O)cc1OC
→ 107.0 | 15.7 | -4.7 | 4.0 | 2.5 | -8.2 | 118.4 | -1.6 | 5.7

Arranged by molecular weight (lowest first): part of the list above
Values in the order – AGP1-GFP MLPCN | VLA-4 inh | MEX-5 binding | GRK2 aptamer HTS | MCL1 BIM primary | Fam108B inh | CIT2-GFP yeast | GLD-1 TGE inh | Bcl-xL primary
> NC1=C(Br)C(=O)c2ccccc2C1=O
→ 116.9 | 5.3 | 0.5 | 3.0 | 1.9 | 5.3 | 116.1 | -1.5 | 4.8
> Cc1cc(C)c(S(=O)(=O)Nc2ncn[nH]2)c(C)c1
→ 88.3 | 19.2 | 0.2 | 1.0 | . | . | 96.7 | . | .
> COc1cccc(CNn2c(-c3cccc(C)c3)nc3ccccc3c2=O)c1O
→ 96.0 | 6.3 | 2.3 | 0.0 | 3.7 | 4.5 | 97.8 | 1.4 | 7.6

Single records (already shown). Order of values: AGP1-GFP MLPCN, VLA-4 inh, MEX-5 binding, GRK2 aptamer HTS, MCL1 BIM primary, Fam108B inh, CIT2-GFP yeast, GLD-1 TGE inh, Bcl-xL primary
Profile of O=C(CSc1nc(-c2ccco2)cc(C(F)(F)F)n1)NCCc1ccccc1 = 100.3, -1.3, 0.1, 4.0, 3.7, -2.0, 110.4, 5.6, 0.6
Profile of COC(=O)[C@H](Cc1c[nH]c2ccccc12)NC(=O)NCc1ccc(OC)cc1 = 103.8, 22.1, 0.3, 3.0, 0.1, -2.1, 102.2, 2.7, 2.3

Returning to the listing, repeating the 4 entries before the break.
Values in the order – AGP1-GFP MLPCN | VLA-4 inh | MEX-5 binding | GRK2 aptamer HTS | MCL1 BIM primary | Fam108B inh | CIT2-GFP yeast | GLD-1 TGE inh | Bcl-xL primary
> CCOC(=O)C1(Cc2cccc(OC)c2)CCCN(C(=O)CCSC)C1 (centres undefined)
→ 97.8 | -7.1 | 1.1 | 9.0 | 2.8 | -6.4 | 99.8 | 7.4 | -2.2
> O=C(CSc1nc(-c2ccco2)cc(C(F)(F)F)n1)NCCc1ccccc1
→ 100.3 | -1.3 | 0.1 | 4.0 | 3.7 | -2.0 | 110.4 | 5.6 | 0.6
> COc1ccc(OCC(O)CN(C2CCCCC2)C2CCCCC2)cc1 (centres undefined)
→ 98.6 | 11.7 | 0.6 | 0.0 | -0.6 | -1.5 | 96.6 | 8.5 | 3.8
> COc1ccc(/C=C2\SC(=S)N(CCC(=O)N(CCO)Cc3ccccc3)C2=O)cc1OC
→ 107.0 | 15.7 | -4.7 | 4.0 | 2.5 | -8.2 | 118.4 | -1.6 | 5.7
> Cc1ccc2oc(C(=O)NCC(c3ccco3)N3CCCC3)c(C)c2c1 (centres undefined)
→ 106.1 | 7.5 | -0.1 | 0.0 | 4.9 | 2.6 | 99.2 | -4.3 | 1.2
> O=C(c1cccs1)N1CCN(C(=O)N2CCOCC2)CC1
→ 104.0 | 19.1 | 0.8 | 2.0 | 1.9 | 3.1 | 100.8 | 1.8 | 1.4
> CC(NC(=O)Nc1ccc(F)cc1)C(c1cccs1)N1CCCC1 (centres undefined)
→ 106.3 | 17.7 | -0.4 | 0.0 | 1.0 | -2.3 | 97.2 | -3.4 | 4.0
> Cc1ccc(C)c(OCC(=O)Nc2ccc(N3CCOCC3)cc2)c1
→ 93.1 | 0.9 | 0.7 | 3.0 | -3.5 | 11.7 | 91.8 | -1.1 | 0.4
> CCCCN(CC)CCCNC(=O)c1cn(CC)c2ccc(S(=O)(=O)N3CCc4ccccc4C3)cc2c1=O
→ 93.3 | 2.0 | 0.2 | 0.0 | 5.1 | -1.3 | 94.5 | -8.8 | 3.3
> Cc1cc(C(=O)CSc2nnc(Cc3ccccc3)o2)c(C)n1Cc1ccc2c(c1)OCO2
→ 103.8 | 7.8 | -0.2 | 1.0 | -4.6 | -0.7 | 98.0 | -3.6 | -1.5
> Cc1ccc(S(=O)(=O)NCc2ccccc2)cc1C(=O)NCC(C)(C)N1CCOCC1
→ 105.7 | 7.5 | -0.4 | 0.0 | 7.0 | -2.1 | 92.8 | 7.0 | -0.4
> Cc1ccc(C)c(NC(=O)CCc2nnc3ccc(NCc4ccco4)nn23)c1
→ 101.1 | 18.2 | 1.3 | 7.0 | -0.2 | -0.6 | 104.3 | -2.0 | 5.5
> O=C(NCC1CCCO1)C1CC(=O)N(C2CCCCCC2)C1 (centres undefined)
→ 100.5 | 5.5 | 1.5 | 5.0 | -5.3 | -4.9 | 96.4 | 2.6 | -4.5
> O=C(c1ccco1)N1CCN(S(=O)(=O)c2cccc([N+](=O)[O-])c2)CC1
→ 98.5 | 8.0 | -1.1 | 0.0 | 7.7 | 5.6 | 90.7 | 4.6 | 7.7
> CCCn1c(SCC(=O)N2CCOCC2)nnc1-c1ccncc1
→ 102.2 | -27.9 | -0.2 | 0.0 | 0.3 | -2.9 | 104.6 | 1.9 | 1.0
> COc1ccc(CNS(=O)(=O)c2ccc3c(c2)N(C(C)=O)CC(C)S3)cc1 (centres undefined)
→ 101.5 | 4.4 | 0.9 | 2.0 | -0.2 | -3.6 | 100.7 | 3.3 | 6.7
